C1s inh: blocks human complement C1s protease activity; P09871; purified C1s, fluorogenic AMC substrate, pooled mixtures; mean inhibition % of two 10-compound mixtures (stronger effect = higher value), % at 5 µM (by protocol); actives 0.16% (n = 62,000); AID 538;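 active means inhibition above 20% in each of the two 10-compound mixture wells holding the compound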;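 further: 0% = enzyme wells lacking compound mixture and 100% = no-enzyme blank wells; some compounds called inactive have numbers as strong as hits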
Cdc25B inh: human M-phase inducer phosphatase 2 inhibition. P30305. recombinant Cdc25B, OMFP fluorescence Ex485/Em525. inhibition, %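 (compounds tested at 10 µM final in the well)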. actives 0.1% (n = 65,000); in the data active means inhibition above about 50%
Target sequence (P30305 whole entry, looked up): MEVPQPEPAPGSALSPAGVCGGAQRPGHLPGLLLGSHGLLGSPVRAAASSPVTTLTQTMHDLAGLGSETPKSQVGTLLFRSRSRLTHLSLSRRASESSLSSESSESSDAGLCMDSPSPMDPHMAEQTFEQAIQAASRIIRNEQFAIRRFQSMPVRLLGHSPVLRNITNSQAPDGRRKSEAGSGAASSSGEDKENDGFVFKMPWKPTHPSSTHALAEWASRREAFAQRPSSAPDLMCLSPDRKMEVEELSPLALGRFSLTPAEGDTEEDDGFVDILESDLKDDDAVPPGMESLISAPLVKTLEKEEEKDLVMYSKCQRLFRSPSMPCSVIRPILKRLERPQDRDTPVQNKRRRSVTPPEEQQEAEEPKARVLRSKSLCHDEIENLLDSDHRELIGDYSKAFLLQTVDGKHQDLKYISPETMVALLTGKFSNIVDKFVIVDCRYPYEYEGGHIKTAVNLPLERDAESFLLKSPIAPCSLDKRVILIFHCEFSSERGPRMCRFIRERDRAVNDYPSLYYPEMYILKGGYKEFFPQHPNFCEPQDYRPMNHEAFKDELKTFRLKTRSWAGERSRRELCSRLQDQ
Cathepsin G inh: blocks human cathepsin G enzyme activity; P08311; purified enzyme, AMC-tetrapeptide fluorescence, pooled mixtures; inhibition, % at 5 µM (by protocol); actives 0.2% (n = 62,000); AID 581;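 active means inhibition above 20% in each of the two mixture wells holding the compound; inactive means inhibition of 20% or less in either well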;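 further: 0% = enzyme control without mixture and 100% = blank lacking enzyme; strong numbers were not always called active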
FXIa inh mix: blocks human factor XIa in pooled compound mixtures; P03951; purified FXIa, fluorogenic substrate; inhibition, % at 5 µM; actives 0.19% (n = 62,000);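 further: each value is inhibition by a whole ten-compound pool holding the compound; 0% = enzyme with no mixture and 100% = wells lacking enzyme; strong numbers were not always called active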
Hsp90 block: displaces geldanamycin probe from tumor Hsp90 | P07900 | AID 429 | actives 0.35% (n = 64,000) | NCI-N417 lysate Hsp90, Cy3B-geldanamycin FP displacement | inhibition, % at 30 µM;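 active means inhibition above 50%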;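 further: 0% = tracer plus lysate wells and 100% = tracer alone without lysate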
5HT1a ag: agonists of human 5-HT1a serotonin receptor. P08908. CHO 5-HT1a Ga15 NFAT-bla reporter, FRET ratio; 0% basal, 100% maximal reference agonist. activation, % at 10 µM. actives 0.56% (n = 65,000). AID 567;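 active means activation above the screen-wide mean activation plus 3 SD, cut at about 19% in these data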;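 further: 0% = DMSO wells and 100% = 5-CT at EC100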
DUSP1 inh: human dual specificity phosphatase 1 inhibition; actives 0.15% (n = 65,000); recombinant MKP-1, OMFP hydrolysis fluorescence; P28562; inhibition, %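 (compounds tested at a single concentration somewhere between 10 and 100 µM)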;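 active means inhibition above about 50%, limit read from the data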;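 further: 0% = DMSO max control wells and 100% = wells with enzyme stopped by NaOH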
FXIIa mix inh: inhibitors of human coagulation factor XIIa, pooled mixtures; P00748; purified FXIIa, fluorogenic substrate; inhibition, % at 5 µM; actives 0.2% (n = 62,000); AID 684;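 further: 0% = enzyme without compound and 100% = no enzyme blank; some results filed as inactive read as strong as hits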
CatL inh: blocks human cathepsin L protease activity; actives 0.17% (n = 58,000); inhibition, %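 (tested at 10 µM)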; purified cathepsin L, fluorogenic substrate, fluorescence; P07711; in the data active means inhibition above about 45%;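 further: 0% = enzyme with no compound and 100% = no enzyme blank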
Target sequence (P07711 114-288 limits assumed): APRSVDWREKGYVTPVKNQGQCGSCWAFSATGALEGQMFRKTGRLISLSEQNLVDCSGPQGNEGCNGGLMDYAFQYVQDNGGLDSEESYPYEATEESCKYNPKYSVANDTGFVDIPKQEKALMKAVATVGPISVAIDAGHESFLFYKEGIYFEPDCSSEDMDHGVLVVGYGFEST
Target sequence (P07711 292-333 limits assumed): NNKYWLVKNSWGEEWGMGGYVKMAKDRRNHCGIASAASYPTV
Active calls of the source: *; . = not tested or not shown. Unless noted, no stated cut-off is given here; in the data, active means inhibition above about 20% (passing the limit was not always enough); inactive means the rest.

SMILES	C1s inh	Cdc25B inh	Cathepsin G inh	FXIa inh mix	Hsp90 block	5HT1a ag	DUSP1 inh	FXIIa mix inh	CatL inh
Cc1ccc(S(=O)(=O)N2CCCCC2C(=O)N2CCN(Cc3ccccc3)CC2)cc1 (configuration not stated)	11	-17	15	2	-3	-1.3	20	15	.
Cn1nc(-c2ccc(Cl)cc2)c2cc(C(=O)N3CCOCC3)sc21	-13	-7	5	-6	-4	-0.5	10	3	4
COc1cccc(-n2nnc3c(=O)n(CC(=O)N4CCC(C)CC4)cnc32)c1	.	-13	.	.	-2	-0.8	0	.	.
O=C1CSC(=S)N1CC1CCCO1 (configuration not stated)	12	-1	8	8	-3	-0.9	21	6	5
CCCCN(C)CCn1c(=S)[nH]c2ccc(N3CCOCC3)cc2c1=O	-13	-7	6	7	3	-2.3	2	0	-3
Cc1cc(C)n(-c2nc3c(c(=O)n(C)c(=O)n3C)n2C)n1	-12	-1	4	-4	-5	-4.2	-19	15	-7
Cc1oc(-c2ccccc2F)nc1CS(=O)(=O)CC(=O)N1CCc2ccccc21	1	-15	5	0	-2	1.1	-6	6	.
Cn1c(=NC(=O)C2CC2)sc2cc(F)cc(F)c21	-1	-14	7	3	-1	-0.8	3	7	.
CC1CCN(C(=O)CSc2ccc3nnc(-c4ccccc4)n3n2)CC1	-11	-13	2	-2	-2	-0.1	14	-19	9
COc1ccccc1NC(=O)CSc1nnc(-c2ccc(C)cc2)o1	-1	-7	2	12	1	-2.3	-13	-20	-3
COc1ccc(C(=O)NCc2nnc(SCC(=O)N3CCc4ccccc43)o2)cc1OC	-5	3	10	0	-5	-3.2	-1	9	-2
CCC(=O)Oc1ccc(C2N(C(=O)CC)CCN2S(=O)(=O)c2ccc(C)cc2)cc1OC (configuration not stated)	15	-9	9	2	0	0.2	3	6	.
Cn1c(=O)[nH]c(=O)c2c1nc(Br)n2CC(O)COCc1ccccc1 (configuration not stated)	-12	-1	-4	3	-7	-2.2	-7	0	-4
CC(=O)NC(=S)c1c(N)n(Cc2ccccc2)c(=O)n(C)c1=O	-36	-10	2	-4	.	-1.0	5	2	-10
CCOC(=O)c1ccoc1CSCC(=O)N1CCN(S(=O)(=O)c2ccc(C)cc2)CC1	-21	-4	-15	3	-3	1.1	-4	12	-5
CCC(=O)c1cc(F)c(N2CCN(C(=O)c3ccco3)CC2)cc1C	14	-17	13	4	-4	-1.1	-17	-22	23
COc1ccc(OC)c(C2SCCN2S(=O)(=O)c2cccc(C(F)(F)F)c2)c1 (configuration not stated)	3	-13	3	19	1	0.3	9	6	17
COCCN1C(=O)c2oc3ccccc3c(=O)c2C1c1ccc(C(=O)OC)cc1 (configuration not stated)	6	-5	8	14	-1	-3.0	13	1	.
CC(=O)Oc1ccc(-c2nc(-c3cccnc3)no2)cc1	0	-6	0	4	-15	0.3	-5	2	11
O=C(Nc1ccc2c(c1)oc1ccccc12)c1ccc(Br)o1	-33	12	3	3	-3	0.5	18	4	.
Cc1ccc(Cn2c(NCCCn3ccnc3)nc3c2c(=O)n(C)c(=O)n3C)cc1	6	-4	6	13	-1	-2.6	11	11	.
N#Cc1c(NC(=O)CSc2nnc(-c3ccccc3O)n2-c2ccccc2)sc2c1CCCC2	4	-2	4	10	-15	-0.1	9	-20	-8
O=C(CCn1c(=O)[nH]c2ccsc2c1=O)N1CC(=O)N(CCc2ccccc2)C(=O)C1	-6	-9	-2	11	.	-2.6	12	-1	-6
O=P(O)(c1ccc(Cl)cc1)c1ccc(Cl)cc1	-37	-6	-22	-4	-1	-0.2	8	1	-9
Oc1c(I)cc(Cl)c2cccnc12	1	-10	-5	3	2	-1.5	-8	-12	13
Cc1c(-c2nn(C)c(=O)c3ccccc23)oc2ccc(F)cc2c1=O	0	-13	-3	0	90*	1.9	25	5	5
CN1CCc2c(sc3c2c(=O)n(-c2ccccc2)c2nnc(SCc4ccccc4)n32)C1	-18	14	-2	8	-7	-1.1	0	5	-6
CCN1CCN(Cc2nc3c(c(=O)n(C)c(=O)n3C)n2Cc2ccc(Cl)cc2Cl)CC1	-27	-6	-6	-6	-1	-4.6	-6	3	9
Cc1cc(C)cc(N2C(=O)C3CC=CCC3C2=O)c1 (configuration not stated)	-46	-12	7	-2	-2	0.6	16	-2	5
O=S(=O)(/N=S1/CC=CCN1S(=O)(=O)c1ccccc1)c1ccccc1 (configuration not stated)	-68	5	-11	-12	-3	-0.2	-15	5	.
Nc1nc2n(n1)C(c1ccco1)CC(c1ccc(F)cc1)N2 (configuration not stated)	11	-2	10	7	-4	-3.1	4	-1	-11
COc1cc(C2C3C(=O)N(Cc4ccccc4)C(=O)C3ON2c2ccccc2)cc(OC)c1O (configuration not stated)	3	-1	5	15	1	-0.6	8	1	3
N#Cc1cc2c(nc1SCc1ccncc1)CCC2	-60	-2	3	-8	-4	-2.2	0	6	15
O=C(Nc1cccc(OCC(=O)N2CCOCC2)c1)C1CCCCC1	4	0	0	-2	2	-1.1	-5	-13	13
CCc1cc(=O)oc2c(CN3CCN(C)CC3)c(O)c(Cl)cc12	-334	0	-31	-44	-3	11	-7	5	-55
CCc1ccc(S(=O)(=O)NCc2csc(C)n2)s1	.	-3	.	.	-1	-1.4	8	.	.
Cc1ccc(C(=O)N2CCN(c3ccccc3)CC2)cc1S(=O)(=O)N1CCCC1	-10	-9	0	-1	-12	-0.8	14	4	-7
CC(C)C(=O)Nc1ccc(NC(=O)c2ccco2)cn1	-13	-21	-7	4	-2	0.3	5	9	1
CC(C)C(=O)Nc1cccc2nsnc12	5	-19	7	9	0	1.4	-17	-23	9
C=CCC(Nc1ccco1)c1ccccc1 (configuration not stated)	7	-8	7	6	0	-3.3	-12	-19	9
CCOC(=O)N1CCC(N(C(=O)Nc2ccc(Cl)c(Cl)c2)C(C)CC)CC1 (configuration not stated)	-16	-10	4	-6	1	-4.0	8	-16	10
COC(=O)Cn1c(=NC(=O)C2CC2)sc2c(C)cc(C)cc21	-1	-16	7	-1	-1	1.7	2	2	.
CCOC(=O)c1c(C)[nH]c(C(=O)Cn2c(=O)c3c(ncn3CC)n(Cc3ccccc3)c2=O)c1C	-4	6	-1	10	-6	0.6	30	1	8
CC1CCN(S(=O)(=O)c2cccc(C(=O)Nc3nccs3)c2)CC1	-9	2	25	6	-6	-0.1	9	3	14
COc1nnc(-c2ccc(N3CCOCC3)c(NC(C)=O)c2)c2ccccc12	4	2	9	1	2	-1.1	-9	-16	7
CCn1c(CCNC(=O)c2ccc(OC)c(OC)c2)nc2ccccc21	-28	-16	6	11	-2	-1.2	-2	3	-4
COc1ccc(S(=O)(=O)N(C)CC(=O)N2CCC(C)CC2)cc1Cl	4	-11	5	2	-3	-2.1	9	2	1
Cc1cccc(OCCCCCn2ccnc2)c1C	14	-9	11	2	-2	0.1	0	1	26
COC(=O)c1[nH]c2cc(C)ccc2c1NC(=O)CN1CCCc2ccccc21	-7	6	7	-1	-12	265*	-5	12	.
COc1ccccc1Nc1nnc(SCC(=O)N2CCCC2)s1	16	-1	10	7	-2	-4.4	0	-18	36

Following part.
SMILES	C1s inh	Cdc25B inh	Cathepsin G inh	FXIa inh mix	Hsp90 block	5HT1a ag	DUSP1 inh	FXIIa mix inh	CatL inh
COC(=O)C1=C(C)Nc2nnnn2C1c1cccs1 (configuration not stated)	16	-1	14	0	-15	1.1	7	4	7
O=C(c1c(Cl)cccc1Cl)N1CCCCCC1	-26	-2	-26	-28	-3	0.7	18	-11	-7
CC1(C)CC(=O)C=C(NC2CCCCCC2)C1	-33	-2	-7	3	1	-2.1	3	-17	-8
CN(C(=O)c1ccco1)c1nnc(C23CC4CC(CC(C4)C2)C3)s1	16	0	10	5	3	4.2	-10	2	-4
O=C(c1cccn2c(=O)c3cc(Cl)ccc3nc12)N1CCN(Cc2ccc3c(c2)OCO3)CC1	4	-19	2	-4	-1	6.4	38	5	-17
Cc1ccc(CN2C(=O)CCC2C(=O)NCC2CCCO2)cc1 (configuration not stated)	-10	4	9	-7	1	-2.6	-3	6	-3
COc1ccccc1N1CCN(C(=O)CCn2c(=O)[nH]c3ccsc3c2=O)CC1	11	-6	31	7	.	-2.5	1	-17	.
Cn1c(SCc2ccc(C#N)cc2)nnc1-c1ccccc1	51	7	14	7	-1	-1.1	21	-2	-4
Cc1cc(C)n(-c2nnc(C)n2NS(C)(=O)=O)n1	-18	0	5	5	3	-1.4	11	7	-6
COc1cccc(CNc2cccc3cccnc23)c1O	35	11	34	31	20	0.3	4	8	4

Shown in CSV form: entries from further up
smiles,C1s inh,Cdc25B inh,Cathepsin G inh,FXIa inh mix,Hsp90 block,5HT1a ag,DUSP1 inh,FXIIa mix inh,CatL inh
COc1ccc(S(=O)(=O)N(C)CC(=O)N2CCC(C)CC2)cc1Cl,4,-11,5,2,-3,-2.1,9,2,1
Cc1cccc(OCCCCCn2ccnc2)c1C,14,-9,11,2,-2,0.1,0,1,26
COC(=O)c1[nH]c2cc(C)ccc2c1NC(=O)CN1CCCc2ccccc21,-7,6,7,-1,-12,265*,-5,12,.
COc1ccccc1Nc1nnc(SCC(=O)N2CCCC2)s1,16,-1,10,7,-2,-4.4,0,-18,36
COC(=O)C1=C(C)Nc2nnnn2C1c1cccs1 (configuration not stated),16,-1,14,0,-15,1.1,7,4,7
O=C(c1c(Cl)cccc1Cl)N1CCCCCC1,-26,-2,-26,-28,-3,0.7,18,-11,-7
CC1(C)CC(=O)C=C(NC2CCCCCC2)C1,-33,-2,-7,3,1,-2.1,3,-17,-8
CN(C(=O)c1ccco1)c1nnc(C23CC4CC(CC(C4)C2)C3)s1,16,0,10,5,3,4.2,-10,2,-4
O=C(c1cccn2c(=O)c3cc(Cl)ccc3nc12)N1CCN(Cc2ccc3c(c2)OCO3)CC1,4,-19,2,-4,-1,6.4,38,5,-17
Cc1ccc(CN2C(=O)CCC2C(=O)NCC2CCCO2)cc1 (configuration not stated),-10,4,9,-7,1,-2.6,-3,6,-3
COc1ccccc1N1CCN(C(=O)CCn2c(=O)[nH]c3ccsc3c2=O)CC1,11,-6,31,7,.,-2.5,1,-17,.
Cn1c(SCc2ccc(C#N)cc2)nnc1-c1ccccc1,51,7,14,7,-1,-1.1,21,-2,-4
Cc1cc(C)n(-c2nnc(C)n2NS(C)(=O)=O)n1,-18,0,5,5,3,-1.4,11,7,-6
COc1cccc(CNc2cccc3cccnc23)c1O,35,11,34,31,20,0.3,4,8,4

Going on with the list:
SMILES	C1s inh	Cdc25B inh	Cathepsin G inh	FXIa inh mix	Hsp90 block	5HT1a ag	DUSP1 inh	FXIIa mix inh	CatL inh
CC(=O)Nc1ccc(S(=O)(=O)NCc2csc(C)n2)cc1	.	-9	.	.	3	1.1	0	.	.
CCOC(OCC)P(=O)(C(C)C)C(C)C	-1	-7	2	5	-4	-2.3	-4	5	1
C/C(N)=C(/C#N)C(=O)CSc1nnc(Cc2ccccc2F)n1N	4	-8	-16	4	-6	0.1	5	-16	5
COc1cccc(NC(=O)CSc2nnc(-c3ccc(C)cc3)o2)c1	-14	-48	-6	3	-1	-0.4	1	2	3
CCOC(=O)CC(=O)CSc1ccc2nnc(-c3ccc(F)cc3)n2n1	-23	-5	-1	-3	-3	0.6	31	-1	12
